LAP4 TOR yeast: modulators of LAP4-GFP expression in yeast, primary screen, S. cerevisiae, multiplex flow cytometry, MLPCN library. 3 h; median GFP as percent of DMSO wells. GFP response vs DMSO, % at 10 µM. hit rate 0.34% among 320,000;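 active means GFP response vs DMSO above a set limit, about the screen mean plus 3 SD, cut at about 150% in these data; inconclusive means under 70 cell events counted for the yeast strain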
MEP2 TOR yeast: modulators of MEP2-GFP levels in yeast, primary screen, S. cerevisiae, multiplex flow cytometry, MLPCN library; S. cerevisiae MEP2-GFP strain, 3 h; 100% = DMSO control level; GFP response vs DMSO, % at 10 µM; hit rate 0.51% among 330,000; AID 2016, 2009;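 active means GFP response versus DMSO above a set limit, roughly screen mean plus 3 SD, cut at about 180% in these data; inconclusive means fewer than 70 cells counted for a yeast strain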;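 further: median GFP fluorescence of the barcode-gated MEP2-GFP cells per well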
AHR activator: AHR activators, primary screen, cell-based, luminescence, luciferase reporter, human; AHR-responsive luciferase reporter cells; activation, % at 5 µM; hit rate 2.5% among 320,000; in the data active means activation above about 47%;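 further: 0% = vehicle wells and 100% = reference agonist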
Target sequence (P35869 whole entry, looked up): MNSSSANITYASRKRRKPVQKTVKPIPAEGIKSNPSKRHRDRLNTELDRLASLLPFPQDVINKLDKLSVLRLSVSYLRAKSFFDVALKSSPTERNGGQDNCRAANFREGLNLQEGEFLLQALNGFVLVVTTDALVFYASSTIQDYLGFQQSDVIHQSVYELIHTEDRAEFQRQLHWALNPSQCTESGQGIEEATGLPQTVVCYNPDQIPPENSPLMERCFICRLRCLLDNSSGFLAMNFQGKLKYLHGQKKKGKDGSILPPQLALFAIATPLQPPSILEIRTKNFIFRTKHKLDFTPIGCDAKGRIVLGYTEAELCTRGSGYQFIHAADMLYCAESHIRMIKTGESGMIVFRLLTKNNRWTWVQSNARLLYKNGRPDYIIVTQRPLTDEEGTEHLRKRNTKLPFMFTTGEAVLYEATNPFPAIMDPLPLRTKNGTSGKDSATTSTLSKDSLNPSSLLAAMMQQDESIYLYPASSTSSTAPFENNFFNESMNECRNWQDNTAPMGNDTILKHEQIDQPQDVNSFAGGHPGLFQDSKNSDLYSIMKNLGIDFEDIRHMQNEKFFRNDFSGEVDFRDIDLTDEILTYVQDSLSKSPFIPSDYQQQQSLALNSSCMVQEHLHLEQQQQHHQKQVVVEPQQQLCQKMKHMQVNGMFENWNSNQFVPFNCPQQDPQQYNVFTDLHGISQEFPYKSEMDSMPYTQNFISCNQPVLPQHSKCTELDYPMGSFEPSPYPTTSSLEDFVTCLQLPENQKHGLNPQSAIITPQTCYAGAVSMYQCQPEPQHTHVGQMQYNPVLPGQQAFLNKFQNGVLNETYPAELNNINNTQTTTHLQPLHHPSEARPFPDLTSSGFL
CIT2 TOR yeast: modulators of CIT2-GFP expression in yeast, primary screen, S. cerevisiae, GFP fusion, multiplex flow cytometry, MLPCN library; S. cerevisiae CIT2-GFP strain, 3 h; 100 means same as DMSO wells; GFP response vs DMSO, % at 10 µM; hit rate 0.065% among 320,000; AID 2029, 2009;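 active means GFP response relative to DMSO above a set limit, near the screen mean plus 3 SD, cut at about 150% in these data; inconclusive means Fewer than 70 cells measured for a yeast strain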;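 further: ratio of well median GFP fluorescence to mean of DMSO wells on the plate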
proCasp7 act: procaspase-7 activators, primary screen, counter-screen for procaspase-3 activator project, biochemical, absorbance, HTS, human | recombinant procaspase-7, Ac-DEVD-pNA absorbance 405 nm; D23A/D198A/D206A triple mutant, cannot self-cleave; scale: DMSO 0, 5 µM enzyme 100 | hit rate 0.093% among 330,000 | AID 463210, 2010 | activation, % at 8.5 µM;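 active means percent activation above the screen-wide mean plus 3 SD, cut at about 25% in these data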
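Replicates: singlicate. Assay system: Procaspase-7 triple mutant (PC-7 D3A). Signal: 405 nm absorbance of p-nitroaniline. Times: 1 h preincubation, 2 h reaction. Buffer or medium: Zinc-free HEPES pH 7.4 with 300 mM NaCl, 0.01% Triton X-100. Also added: DEVD-pNA substrate. Benchmarks: DMSO wells as 0%, DMSO with 5 µM added PC-7 as 100%.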
proCasp3 act: activators of human procaspase-3 D3A mutant, primary screen, biochemical, absorbance, PC-3 D3A mutant, single concentration; activation, % at 8.5 µM; hit rate 0.11% among 330,000; recombinant procaspase-3 D3A, Ac-DEVD-pNA absorbance 405 nm;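 active means activation above the mean of all tested compounds plus 3 SD, cut at about 21% in these data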;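 further: 0% = DMSO alone and 100% = DMSO wells spiked with extra 5 µM PC-3 D3A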
Target sequence (P42574 whole entry D9A/D28A/D175A): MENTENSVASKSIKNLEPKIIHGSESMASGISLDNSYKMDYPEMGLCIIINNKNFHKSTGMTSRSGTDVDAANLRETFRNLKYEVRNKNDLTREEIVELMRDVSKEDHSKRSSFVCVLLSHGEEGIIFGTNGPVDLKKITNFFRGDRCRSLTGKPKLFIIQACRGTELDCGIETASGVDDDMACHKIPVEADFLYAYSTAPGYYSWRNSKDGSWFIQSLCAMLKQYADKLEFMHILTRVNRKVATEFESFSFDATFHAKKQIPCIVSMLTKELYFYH
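assay system = Procaspase-3 D3A mutant | signal = absorbance at 405 nm, 0 and 120 min | times = 1 h preincubation plus 2 h reaction at 25 °C | repeats = single replicate | read-out = % activation between DMSO and enzyme-spiked controls | medium = Zinc-free HEPES saline buffer with Triton X-100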
RPL19A TOR yeast: RPL19A-GFP expression modulators in yeast, primary screen, cell-based, S. cerevisiae, multiplex flow cytometry, MLPCN | S. cerevisiae RPL19A-GFP strain, 3 h; active compounds read low | percent response vs DMSO, % at 10 µM | hit rate 0.3% among 330,000;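 active means percent response vs DMSO below 50%; inconclusive means fewer than 70 events counted for the yeast strain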;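 further: median channel GFP fluorescence of the barcoded RPL19A-GFP strain; ratio of sample median GFP to plate DMSO average so 100% = DMSO; lower means less RPL19A-GFP as with rapamycin TOR inhibition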
AGP1-GFP MLPCN: modulators of AGP1-GFP expression in yeast TOR pathway, primary screen, cell-based, multiplex flow cytometry, S. cerevisiae, MLPCN library; 3 h; GFP as percent of DMSO wells; GFP response vs DMSO, % at 10 µM; hit rate 0.02% among 320,000;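 active means GFP response relative to DMSO above a set limit, near screen average plus 3 SD, cut at about 150% in these data; inconclusive means fewer than 70 cells counted for the yeast strain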;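 further: median GFP channel fluorescence of the gated AGP1 strain per well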
* hit, by the source's call; u = inconclusive; x = no result given; [ ] = remark or other dose.

SMILES | LAP4 TOR yeast | MEP2 TOR yeast | AHR activator | CIT2 TOR yeast | proCasp7 act | proCasp3 act | RPL19A TOR yeast | AGP1-GFP MLPCN
CCOc1cc(/C=C2/C(=O)N(c3ccccc3)N=C2C)ccc1OC(=O)c1cccs1 | 97 | 106 | 7 | 102 | 3 | -7 | 101 | 94
O=C(c1ccc(NC2=NC3CS(=O)(=O)CC3S2)cc1)N1CCN(c2ccccc2F)CC1 (stereo unspecified) | 96 | 97 | -3 | 90 | -6 | 3 | 95 | 92
COc1ccc(C(CNC(=O)CSc2ccccc2C)N(C)C)cc1 (stereo unspecified) | 106 | 97 | 1 | 93 | -8 | 0 | 96 | 100
COc1cc(/C=C(\C#N)C(=O)c2c(C)[nH]c3ccccc23)cc(OC)c1OC | 95 | 97 | 5 | 96 | 1 | 1 | 99 | 97
CN(c1ccccc1)c1ccc(/C=N/N2CCOCC2)cc1 | 97 | 98 | 2 | 91 | -4 | -6 | 103 | 100
Cc1ccc(O)c(-c2cc3ccccc3[nH]2)c1 | 96 | 96 | 49* | x | -1 | 2 | 97 | 88
O=C(Nc1ccccc1N1CCOCC1)c1ccc2c(c1)C(=O)N(Cc1ccncc1)C2=O | 101 | 104 | 2 | 90 | -4 | 3 | 103 | 100
O=C(Cc1ccccc1)NCCS(=O)(=O)N1CCN(c2ccccc2)CC1 | 118 | 114 | -2 | 96 | 0 | 4 | 101 | 108
CC1(C)Cc2cccc(OCC(=O)N3CCN(c4ccc(F)cc4)CC3)c2O1 | 112 | 100 | 6 | 101 | 4 | -1 | 98 | 102
Cc1nc2sc3c(O)cc(=O)[nH]c3c2c(C)c1C | 105 | 105 | 0 | 110 | 13 | 2 | 101 | 107
Cc1noc(C)c1COc1ccc(C(=O)NCc2cccs2)cc1 | 98 | 108 | -1 | 107 | -5 | 6 | 100 | 100
CCOC(=O)c1cccc(NC(=S)NC(=O)c2cccnc2)c1 | 88 | 93 | 2 | 96 | -1 | -7 | 100 | 92
COc1cc(OC)c(OC)cc1CNC(=O)c1cc(=O)c2ccccc2o1 | 98 | 103 | 4 | 100 | 1 | 0 | 108 | 100
Cc1ccc2cc(NC(=O)CC(CC(=O)O)c3ccccc3)ccc2n1 (stereo unspecified) | 122 | 104 | 0 | 114 | -6 | -2 | 100 | 112
Cc1ccc(N2CC(C(=O)NCc3cccnc3)CC2=O)cc1 (stereo unspecified) | 99 | 101 | 1 | 97 | 1 | 16 | 98 | 101
O=C(NCCc1ccccc1)/C(=C\c1ccc([N+](=O)[O-])cc1)NC(=O)c1ccco1 | 101 | 112 | 6 | 104 | -2 | 1 | 102 | 104
O=C(CN1C(=O)NC2(CCCC2)C1=O)Nc1nc(-c2ccccc2)cs1 | 109 | 102 | 11 | 105 | -11 | -2 | 102 | 110
CCN(CC)c1nc(N(CC)CC)[nH]c(=O)n1 | 101 | 107 | 2 | 102 | -7 | 1 | 96 | 99
COc1ccc(N(CC(=O)NCCSCc2ccco2)S(=O)(=O)c2ccccc2)cc1OC | 90 | 99 | -2 | 96 | -8 | 10 | 92 | 91
c1ccc(N2CC[N+]3(CCCC3)CC2)nc1 | 93 | 96 | 1 | 98 | 12 | 1 | 99 | 97
CC/C(=N\NC(=O)c1nnn(-c2nonc2N)c1CN(C)c1ccccc1)c1ccccc1 | 104 | 106 | 3 | 108 | -8 | 2 | 103 | 106
COc1ccc([N+](=O)[O-])cc1C(=O)C(=O)c1ccccc1 | 79 | 104 | 2 | 110 | 0 | 5 | 106 | 102
Cc1cc(Br)ccc1NC(=O)CNC(=O)c1cnn(C)c1 | 101 | 102 | 1 | 94 | 9 | 1 | 104 | 100
O=C(CN1CCCCCC1)Nc1ccccc1Oc1ccccc1 | 104 | 99 | 1 | 107 | 4 | 1 | 98 | 104
Cn1c(SCc2ccc(C#N)cc2)nnc1-c1ccncc1 | 93 | 110 | -4 | 95 | -4 | -1 | 106 | 132
COc1cccc(NC(=O)CNS(=O)(=O)c2ccc(Cl)cc2)c1 | 80 | 95 | 0 | 104 | -3 | 6 | 102 | 88
CCOc1ccccc1N1CC(C(=O)N(Cc2nnc(-c3ccccc3Cl)o2)C2CC2)CC1=O (stereo unspecified) | 102 | 95 | 4 | 90 | 0 | 0 | 93 | 102
O=C(O)C1C2C=CC(O2)C1C(=O)Nc1ccc(S(=O)(=O)Nc2ccccc2)cc1 (stereo unspecified) | 115 | 101 | 9 | 112 | -18 | -23 | 103 | 105
Cc1nnsc1C(=O)NNC(=O)Nc1ccccc1 | 97 | 106 | 2 | 103 | 5 | -1 | 98 | 102
CCN(C[C@H]1N[C@@](Cc2ccccc2)(C(=O)OC)[C@H]2C(=O)N(C)C(=O)[C@@H]12)C(=O)Nc1ccc(C)cc1 | 92 | 98 | 0 | 85 | 6 | 2 | 96 | 94
COc1ccc(S(=O)(=O)N2CCN(C(=O)CSC(=S)N3CCCC3)CC2)cc1 | 106 | 98 | 2 | 90 | 0 | 9 | 103 | 100
CC(C)(C)n1nc2c(c1NC(=O)c1ccccc1F)CS(=O)C2 (stereo unspecified) | 92 | 95 | -2 | 108 | 0 | -5 | 99 | 108
O=c1cc(O)nc(-c2ccccc2)s1 | 99 | 102 | 3 | 106 | -13 | 1 | 100 | 104
O=C(NCCCn1ccnc1)c1cc(-c2cccnc2)nc2ccc(Br)cc12 | 97 | 105 | 12 | 101 | 10 | 5 | 100 | 99
COc1ccc(NC(=O)COC(=O)c2cc(OC)c(OC)c(OC)c2)c([N+](=O)[O-])c1 | 101 | 97 | -1 | 103 | 7 | -3 | 92 | 96
Nc1cc(C(=O)OCC(=O)c2ccc(CC(=O)N3CCOCC3)s2)ccc1Cl | 102 | 106 | -1 | 89 | -4 | -6 | 98 | 101
CCOC(=O)c1ccc(NC(=O)Nc2ccc3c4c(cccc24)C(=O)N3CC)cc1 | 106 | 108 | -3 | 97 | -9 | 0 | 98 | 103
O=C(CCCN1C(=O)/C(=C/c2cccs2)SC1=S)NNC(=O)c1ccccc1O | 123 | 111 | 3 | 98 | -6 | -1 | 94 | 107
CC(C)(C)NC(=S)Nc1cccc(C(F)(F)F)c1 | 104 | 100 | 5 | 96 | -2 | -7 | 95 | 102
COc1cccc(NC(=O)CN(C)C(=O)c2cc3c(s2)CCCCC3)c1 | 96 | 95 | 1 | 94 | -8 | 0 | 98 | 95
Cn1c(=O)c2cc(S(=O)(=O)N3CCN(c4cccc(C(F)(F)F)c4)CC3)ccc2n(C)c1=O | 96 | 105 | 0 | 105 | -11 | -8 | 97 | 103
CC1CCCN(C(=O)CN(C)S(=O)(=O)c2ccc3c(c2)c(=O)n(C)c(=O)n3C)C1 (stereo unspecified) | 97 | 108 | 1 | 104 | -12 | -1 | 104 | 100
N#C/C(=C\c1cn(Cc2cccc(F)c2)c2ccccc12)C(=O)NCc1ccco1 | 101 | 97 | 2 | 97 | -8 | -14 | 97 | 101
CCOc1cc(N2CCOCC2)c(OCC)cc1NC(=O)CSc1n[nH]c(N)n1 | 80 | u | -1 | 81 | 15 | 1 | 91 | 93
CCOC(=O)N1CCC(NC(=O)C2CCCN(C(=O)N3CCOc4ccccc43)C2)CC1 (stereo unspecified) | u | u | -1 | 88[may fluoresce red] | -2 | 2 | u | u

Brought forward from above: 4 compounds, followed by the next part.
SMILES | LAP4 TOR yeast | MEP2 TOR yeast | AHR activator | CIT2 TOR yeast | proCasp7 act | proCasp3 act | RPL19A TOR yeast | AGP1-GFP MLPCN
CC1CCCN(C(=O)CN(C)S(=O)(=O)c2ccc3c(c2)c(=O)n(C)c(=O)n3C)C1 (stereo unspecified) | 97 | 108 | 1 | 104 | -12 | -1 | 104 | 100
N#C/C(=C\c1cn(Cc2cccc(F)c2)c2ccccc12)C(=O)NCc1ccco1 | 101 | 97 | 2 | 97 | -8 | -14 | 97 | 101
CCOc1cc(N2CCOCC2)c(OCC)cc1NC(=O)CSc1n[nH]c(N)n1 | 80 | u | -1 | 81 | 15 | 1 | 91 | 93
CCOC(=O)N1CCC(NC(=O)C2CCCN(C(=O)N3CCOc4ccccc43)C2)CC1 (stereo unspecified) | u | u | -1 | 88[may fluoresce red] | -2 | 2 | u | u
CCN1CCN(c2sc(S(C)(=O)=O)nc2S(=O)(=O)c2ccc(C)cc2)CC1 | 92 | 103 | -2 | 105 | 11 | 1 | 99 | 99
CCC(C)[C@H](NC(=O)Nc1ccccc1F)C(=O)O (stereo partly specified) | 98 | 98 | 3 | 96 | 1 | 0 | 104 | 105
CC(C)CC(C(=O)OCC(=O)Nc1ncc(Cl)cc1Cl)N1C(=O)c2ccccc2C1=O (stereo unspecified) | 96 | 123 | 6 | 97 | -2 | 6 | 99 | 98
O=C(CN1CCN(c2ccccn2)CC1)Nc1ccccc1Br | 91 | 108 | -2 | 110 | -2 | 7 | 110 | 98
Cc1ccc2nc(-c3cccc(N)c3)oc2c1 | 105 | 99 | 17 | 97 | 5 | 7 | 95 | 91
Cc1cccc(Oc2nc(-c3ccccn3)nc3ccccc23)c1 | x | 93 | 7 | x | 2 | 6 | 89 | x
CCC(C)NC(=O)c1ccc(CS(=O)(=O)Cc2ccc(Cl)cc2)o1 (stereo unspecified) | 113 | 103 | 1 | 104 | 15 | -4 | 102 | x
COc1ccc(CN2C(=O)CS/C2=N/N=C/c2cccs2)cc1 | 112 | 98 | 3 | 93 | -4 | 2 | 100 | 101
Cc1ccc(N(C(=O)c2sc(C)nc2C)C(C(=O)NC(C)(C)C)c2ccncc2)cc1 (stereo unspecified) | 113 | 97 | -1 | 91 | 6 | 1 | 96 | 98
CCOC(=O)c1nc(NCc2ccccc2F)c2ccccc2n1 | 92 | 103 | 1 | 100 | 5 | -4 | 100 | 100
CCOc1ccc(NC(=O)C2CCCN(S(=O)(=O)c3c(C)n[nH]c3C)C2)cc1 (stereo unspecified) | 100 | 98 | -1 | 90 | -1 | -2 | 99 | 98
CCOC(=O)CSc1n[nH]c(NC(=O)c2cccc(C(F)(F)F)c2)n1 | 117 | 104 | 0 | 93 | -7 | -5 | 100 | 97
CCN(CC)S(=O)(=O)c1ccc(C(=O)OCC(=O)NCc2ccco2)cc1 | 95 | 92 | 0 | 93 | 8 | 2 | 96 | 92
c1ccc2c(-n3cnnn3)cccc2c1 | 85 | 104 | 2 | 96 | 10 | 7 | 102 | 101
CCn1c(COc2ccc(=O)n(-c3ccccc3)n2)nnc1SC | 99 | 105 | 4 | 103 | 8 | -1 | 110 | 98
O=C(NCCC1CCCCN1S(=O)(=O)c1ccccc1)C(=O)NCCN1CCOCC1 (stereo unspecified) | 100 | 101 | -2 | 98 | -5 | -16 | 96 | 96
CCCn1c(=S)[nH]c2cc(C(=O)N(CCO)Cc3ccccc3)ccc2c1=O | 104 | 109 | 6 | 101 | -1 | 1 | 106 | 106

Compound activity as filed in PubChem BioAssay.
